HTT ATP protect – Huntington cell model cytoprotection by ATP luminescence | PC12 HTT-Q103 induced, cytoprotection, ATP luminescence, 40 h | Potency, µM (top dose mostly 56.4 µM), for inactives: cytoprotection (ATP increase), usual class: activators | 230,000 tested, 0.14% active | AID 1471;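 also: potency is read from the fitted curve at half-maximal effect; % of control where 0% means no effect; nearly all actives have a fitted effect of over 45% in size; toxic huntingtin expression switched on by the ecdysone agonist tebufenozide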
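Readout: ATPlite luminescence (ATP level). Model: stable PC12, inducible Htt exon1 Q103-GFP. Inducer: tebufenozide, 100 nM final. Compounds: dose series. No G418 in medium.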
SMN2 splice enh – SMN2 splice variant enhancement | HEK293 SMN2-luciferase splicing reporter, luminescence, 30-36 h | Potency, µM (highest dose often 46.1 µM), without a hit: at the highest dose activity change, positive = activation, actives largely listed as activators | 210,000 tested, 2.8% active | AID 1458; also: potency is read from the fitted curve at half-maximal effect; % of control where 0% means no effect; nearly all actives have a fitted effect of over 55% in size
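qHTS luciferase splicing reporter: luminescence rises when SMN2 exon 7 is included in transfected HEK293 cells. Compound exposure lasted 30-36 h at 37C, with 4.5 mM final sodium butyrate as control, followed by a ONE-Glo read.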
CBFb-RUNX1 inh – inhibitors of human CBF-beta and RUNX1 interaction; Q01196+Q13951; Potency, µM (series often up to 59.8 µM), without a hit: at the top dose activity, negative = inhibition, actives largely listed as inhibitors; AlphaScreen CBFb-His/RUNX1-biotin binding, biochemical; AID 1477; 230,000 tested, under 10 active; also: % of control where 0% means no effect
Target sequence (Q01196 whole entry, looked up): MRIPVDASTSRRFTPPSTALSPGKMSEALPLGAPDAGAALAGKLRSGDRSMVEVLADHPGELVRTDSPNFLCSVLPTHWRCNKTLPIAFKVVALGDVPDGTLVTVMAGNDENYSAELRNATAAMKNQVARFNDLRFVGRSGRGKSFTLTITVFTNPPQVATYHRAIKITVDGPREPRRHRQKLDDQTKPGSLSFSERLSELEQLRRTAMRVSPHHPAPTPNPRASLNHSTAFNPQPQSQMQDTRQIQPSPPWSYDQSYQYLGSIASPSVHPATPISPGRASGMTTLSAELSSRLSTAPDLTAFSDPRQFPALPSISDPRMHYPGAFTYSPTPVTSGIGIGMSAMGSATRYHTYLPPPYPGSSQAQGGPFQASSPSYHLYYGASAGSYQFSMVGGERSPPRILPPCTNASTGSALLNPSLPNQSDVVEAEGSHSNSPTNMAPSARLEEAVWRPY
Target sequence (Q13951 whole entry, looked up): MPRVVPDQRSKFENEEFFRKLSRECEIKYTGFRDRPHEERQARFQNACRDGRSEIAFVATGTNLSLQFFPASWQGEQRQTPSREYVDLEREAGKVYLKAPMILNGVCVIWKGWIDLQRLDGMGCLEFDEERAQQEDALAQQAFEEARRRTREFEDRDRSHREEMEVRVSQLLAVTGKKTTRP
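Inhibition was taken as any reduction in AlphaScreen signal from the CBF-beta–RUNX1 pair (His and biotin tags, 30 nM each), measured after compound (15 min) and bead (90 min) incubations at room temperature.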
Lamin A splicing – modulators of lamin A splicing. AID 1487. 200,000 tested, 0.01% active. HeLa LMNA splicing GFP/RFP minigene ratio, 48 h. Potency, µM (top dose mostly 46.1 µM), for the others: at the highest dose ratio change, negative = inhibition, usual class: inhibitors; active = well fitted inhibition curve with a large enough effect in the signal ratio, with a control signal flat, not every such curve was filed as active; inconclusive = small, poorly fitted or top-dose-only effect, or effect the other way, or a change in a side signal; the % refers to the signal ratio; also: potency is read from the fitted curve at half-maximal effect; % is scaled to controls: 0 for no effect and ±100 for the full control effect
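Read-out is the ratio of GFP to DsRed2 object intensity, acquired by 488 nm laser-scanning cytometry on HeLa lamin A-EGFP minigene reporter cells. Compound incubation 48 hrs at 37 °C in Opti-MEM with 2% FBS; DMSO 0.5% final.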
Luc counter – counter-screen: inhibitors of Kinase-Glo firefly luciferase. Q27757. Kinase-Glo luciferase, ATP luminescence, 8 min. Potency, µM (series often up to 38.3 µM), for the others: at the highest dose activity change, negative = inhibition, hits mostly inhibitors. 200,000 tested, 0.28% active. AID 1379; also: potency is read from the fitted curve at half-maximal effect; % is scaled to controls: 0 for no effect and ±100 for the full control effect; nearly all actives have a fitted effect of over 60% in size
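Compound is pinned into ATP-containing buffer (10 uM ATP, imidazole pH 7.2, 7 mM MgCl2). Kinase-Glo luciferase reagent is then added. Light output is recorded following an 8-min room-temperature incubation.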
HttQ103 aggreg – inhibitors of mutant huntingtin aggregate formation in PC12 cells; AID 1688; 220,000 tested, 1.1% active; PC12 HttQ103-GFP aggregates, Acumen cytometry, 40 h; Potency, µM (highest dose often 46.1 µM), inactives show top-dose activity change, negative = inhibition, most hits filed as inhibitors; also: potency is read from the fitted curve at half-maximal effect; % is scaled to controls: 0 for no effect and ±100 for the full control effect; nearly all actives have a fitted effect of over 60% in size
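PC12/HTTQ103-GFP, ecdysone-inducible; teb 100 nM; cpd qHTS titration; GFP aggregates read on laser cytometer, Ex 488/Em 500-530 nm.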
IMPase Li cell – cell-permeable IMPase inhibitors with lithium potentiation; 210,000 tested, 0.35% active; CHO-M1 cells, IP1 TR-FRET (IP-One), carbachol + lithium; AID 1457; Potency, µM (doses to about 59.4 µM), for inactives: at the highest dose activity, negative = IMPase inhibition, actives largely listed as inhibitors;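 also: IP1 builds up when IMPase is blocked and the TR-FRET signal falls; potency is read from the fitted curve at half-maximal effect; plate controls were basal vehicle for no effect and high inhibitor control for full effect; nearly all actives have a fitted effect of over 50% in size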
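Steps: plate 2000 CHO-M1 cells per well and culture 16–30 h; add compound and lithium; incubate 30 min, 37C; add d2-IP1 tracer and Eu cryptate anti-IP1 antibody in lysis buffer; read after 10 min at room temperature.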
The depositor's hits bear a star; ? = inconclusive; / = no result given; & = joins results of further samples; [ ] = dose if it differs, or a comment. Unless noted, calls follow the shape of the dose curve; as a rule, active = well fitted curve in the direction sought with a large enough effect; inconclusive = small, poorly fitted or top-dose-only effect, or another doubt; inactive = no such curve, though single readings can be large; an effect the other way counts as inactive or inconclusive.

The opening two records as a preview:
Every second line gives: HTT ATP protect	SMN2 splice enh	CBFb-RUNX1 inh	Lamin A splicing	Luc counter	HttQ103 aggreg	IMPase Li cell
1. O=C(O)c1cc(C(F)(F)F)nc2ccccc12
  -38%[inhibitor]	-2%&7%	9%	-5%	-4%&3%	10%	-8%&-3%
2. CCOC(=O)C1=C(C)OC(N)=C(C#N)C1c1ccoc1 (configuration not stated)
  -3%	?	5%	-3%	1%	7%	2%[38.3 µM]

The whole of this part (from the top)
Every second line gives: HTT ATP protect	SMN2 splice enh	CBFb-RUNX1 inh	Lamin A splicing	Luc counter	HttQ103 aggreg	IMPase Li cell
1. O=C(O)c1cc(C(F)(F)F)nc2ccccc12
  -38%[inhibitor]	-2%&7%	9%	-5%	-4%&3%	10%	-8%&-3%
2. CCOC(=O)C1=C(C)OC(N)=C(C#N)C1c1ccoc1 (configuration not stated)
  -3%	?	5%	-3%	1%	7%	2%[38.3 µM]
3. COc1ccc(N(CC(=O)NCCc2ccc(Cl)cc2)S(=O)(=O)c2c(C)[nH]c(=O)[nH]c2=O)cc1
  0%	-23%	6%	/	0%	-1%	2%
4. O=[N+]([O-])c1ccc(O)c(-c2nc(-c3ccccc3)c(-c3cccs3)[nH]2)c1
  -57%[inhibitor]	-50%[inhibitor]	-4%	18%[0.0737 µM]	-2%	7.9µM*	8%[38.3 µM]
5. Cc1ccc(-n2cccc2/C=C2/NC(=O)N(CC(=O)Nc3cccc(C)c3)C2=O)cc1
  14%[10 µM]	-11%	-8%	5%	0%	9%	1%
6. O=C(O)C1CN(c2ncccc2[N+](=O)[O-])C1
  16%[10 µM]	0%	1%	1%[46 µM]	1%	4%	5%
7. CC(C)(C)NC(=O)C(c1ccco1)N(C(=O)Cn1nnc(-c2ccc(F)cc2)n1)c1ccccc1F (configuration not stated)
  -3%[10 µM]	7%	8%	-16%	7%	18%	18%
8. COc1ccc(C2(CNC(=O)c3ccc(OC)c([N+](=O)[O-])c3)CCCCC2)cc1OC
  9%[10 µM]	-7%	-6%	?	1%	22%	7%
9. COc1cc(/C=C(\C#N)C(=O)NCC2CCCO2)ccc1OCCC(C)C (configuration not stated)
  13%[10 µM]	/	14%	/	/	9%[9.22 µM]	/
10. N#C/C(=C(/O)COC(=O)COc1ccc(Cl)cc1)c1nc2ccccc2[nH]1
  -8%[10 µM]	4%	-7%	-7%	1%	-1%	6%
11. O=C(CSc1nnc2ccc3ccccc3n12)N1CCOCC1
  -6%[10 µM]	?	1%	?	1%	-9%	3%
12. Cc1nn(C)c(Cl)c1S(=O)(=O)N1CCC(CO)(CCc2ccccc2)CC1
  -2%[10 µM]	/	1%	/	-5%	3%[9.22 µM]	3%
13. COCC(=O)N1CCCC(C(=O)c2ccc(-c3ccccc3)c(F)c2)C1 (configuration not stated)
  -28%	/	9%	/	1%	-32%	4%
14. COCCNc1nnc(SCC(=O)N2CCN(S(=O)(=O)c3ccccc3)CC2)s1
  -4%	2%	-7%	-6%	-1%	-9%	5%[38.3 µM]
15. CCC(C)(C)N1CC(=O)N(Cc2ccccc2)C(c2ccc(OC)cc2)C1=O (configuration not stated)
  -4%	-16%	1%	5%	-4%	14%	-2%[38.3 µM]
16. C=CCOc1c(CNc2ncn[nH]2)cccc1OC
  -5%	-8%	1%	2%	0%	-4%	-5%[38.3 µM]
17. COC(=O)c1c(C)[nH]c(C)c1C(C)=O
  -1%[10 µM]	/	8%	/	/	-10%[9.22 µM]	/
18. COc1ccc(-c2nc(C#N)c(NCCCn3ccnc3)o2)cc1OC
  -13%	6.3µM*	-1%	3%	17%	6%	30%[38.3 µM]
19. O=C(CCSCc1cccc(Cl)c1)NC1CCCC1
  -27%[10 µM]	-1%	-8%	-6%	-1%	-13%	0%
20. COc1cc(C(=O)Nc2nc3ccc(S(=O)(=O)N4CCOCC4)cc3s2)cc(OC)c1OC
  2%[10 µM]	-12%	-3%	-26%	-3%	-28%	8%[38.3 µM]
21. CC(C)c1ccc(N2C(=O)CC(Sc3ncn[nH]3)C2=O)cc1 (configuration not stated)
  1%	0%	-4%	5%	1%	-5%[9.22 µM]	22%[38.3 µM]
22. COc1cc2c(cc1NC(=O)c1cccc(F)c1)CCCC2
  7%[0.074 µM]	17%	?	?	1%	-6%	7%
23. CCN(CC)c1ccc(/C=N/N2CCN(Cc3ccccc3Cl)CC2)c(O)c1
  -2%[10 µM]	/	0%	/	/	-7%[9.22 µM]	/
24. COc1ccc(/C=C/C(=O)c2ccncc2)c2ccccc12
  20%[1.9 µM]	-57%[inhibitor]	1%	?	7%	-4%	2%
25. COc1ccc(NC(=O)COC(=O)c2ncc(Cl)c(Cl)c2Cl)c(OC)c1
  8%[10 µM]	1%	-5%	?	-5%	-5%	2%
26. CCN(CCCNC(=O)C1CCN(S(=O)(=O)c2c(C)[nH]c(=O)[nH]c2=O)CC1)c1cccc(C)c1
  1%[10 µM]	6%	-4%	2%	-6%	5%	16%[38.3 µM]
27. COC(=O)c1c(-c2cccc3ccccc23)csc1NC(=O)Cc1ccc(OC)c(OC)c1
  3%[10 µM]	-53%[inhibitor]	-12%	?	-1%	13µM*	25%[38.3 µM]
28. O=C(c1cccc(C(=O)N(c2ccccn2)C2CCCCC2)c1)N(c1ccccn1)C1CCCCC1
  0%	-12%	1%	-10%[46 µM]	3%	-7%	-6%
29. CCC(C)(C)n1nnnc1CN(Cc1cc2cc(OC)c(OC)cc2[nH]c1=O)C1CCCC1
  6%	38%	6%	-2%	-1%	3%	-9%[38.3 µM]
30. Cn1c(CSCc2ccc(F)cc2)nnc1SCC(=O)Nc1nccs1
  -24%	-45%[inhibitor]	3%	?	14%	?	1%[38.3 µM]

As entered above:
Value for no. 24 in CBFb-RUNX1 inh: 1%
Value for no. 21 in Lamin A splicing: 5%
Value for no. 26 in HTT ATP protect: 1%[10 µM]

The results go on.
Every second line gives: HTT ATP protect	SMN2 splice enh	CBFb-RUNX1 inh	Lamin A splicing	Luc counter	HttQ103 aggreg	IMPase Li cell
31. O=C(NC(=S)NCCc1ccccc1)c1ccccc1
  -50%[inhibitor]	43%	1%	4%	-5%	-9%	31%[activator][38.3 µM]
32. COc1ccccc1C1OC(c2cccc([N+](=O)[O-])c2)=NN1C(C)=O (configuration not stated)
  /	11%	2%	/	-1%	/	6%
33. CCCCn1c(C)cc(/C=C(\C#N)C(=O)O)c1C
  21%[10 µM]	-26%	-12%	6%	2%	-19%	0%
34. COCCNC(=O)C1CC(=O)N(CCc2ccccc2)C1 (configuration not stated)
  14%	-9%	8%	13%	0%	-9%	2%[38.3 µM]
35. NC(=O)CC(NC(=O)Cc1ccc(Cl)cc1)c1ccc(NCc2ccccc2)c([N+](=O)[O-])c1 (configuration not stated)
  10%[10 µM]	/	0%	/	/	0%[9.22 µM]	/
36. Nc1nc2ncc(=O)[nH]c2c(=O)[nH]1
  /	10%	/	3%	-5%	/	-13%
37. CC1=C(C)[N+](=O)C2CCCCC2N1[O-] (configuration not stated)
  8%	28%	8%	2%	4%	16%	11%[38.3 µM]
38. Cc1ccc2c(c1)cc(CN(Cc1ccc3c(c1)OCO3)C(=O)c1cnccn1)c1nnnn12
  -37%	0%	-2%	-5%	-2%	0%	-2%[38.3 µM]
39. O=C(CCc1ccc(CCC(=O)c2cccs2)s1)c1cccs1
  -23%	15%	?	?	0%	?	10%[38.3 µM]
40. C/C(N)=C(/C#N)C(=O)COC(=O)c1cccc(O)c1
  /	28%	3%	/	2%	3%	8%
41. O=C(c1cc2n(n1)C(C(F)(F)F)CC(c1ccco1)N2)N1CCN(c2ccccn2)CC1 (configuration not stated)
  -15%	4%	6%	2%	0%	-7%	-3%[38.3 µM]
42. O=C1[O][Bi][O]c2ccccc21
  -1%	/	/	?	/	-7%	/
43. COc1cccc(/C=C2\C(=O)N(c3cccc(C)c3)C(=O)c3ccccc32)c1
  3%[10 µM]	?	-2%	-1%	-4%	3%	11%
44. CCn1nc(C)c(C(=O)Nc2cc(Oc3ccc(Cl)cc3)cc([N+](=O)[O-])c2)c1C
  -46%[inhibitor]	-28%	-9%	-22%	-4%	-24%	36%[activator][38.3 µM]
45. O=C(COc1ccccc1[N+](=O)[O-])N1CCC(Cc2ccccc2)CC1
  -23%	-12%	7%	?	0%	-2%	1%
46. Cn1c(=O)[nH]c(=O)c2c1nc(SCCN1CCOCC1)n2CCCc1ccccc1
  -30%	-10%	3%	3%	0%	-5%	4%[38.3 µM]
47. O=[N+]([O-])c1ccc2[nH]c3c(c2c1)CCCC3O (configuration not stated)
  33%[10 µM]	/	-7%	?	0%	1%[9.22 µM]	-5%
48. CC1CCN(C(=O)COc2cccc3c2CCN(Cc2ccccc2)C3=O)CC1
  -37%	-32%[inhibitor]	-2%	/	0%	-2%	10%
49. COc1ccc(C(C(=O)NC2CCCCC2)N(C(=O)c2cccs2)c2ccc3c(c2)OCO3)cc1 (configuration not stated)
  -8%	17%	4%	6%[0.0737 µM]	0%	11%	-10%[38.3 µM]
50. CN(C)S(=O)(=O)c1ccc2c(c1)c(=O)c(C(=O)N1CCN(c3ccccn3)CC1)cn2C
  0%	4%	-3%	3%	-2%	26%	-5%[38.3 µM]
51. O=C(CSc1nc2c(c(=O)n1-c1ccc(Cl)cc1)SCC2)NCc1ccco1
  -13%	-7%	-9%	0%	0%	7%	12%[38.3 µM]
52. O=c1c(-c2ccccc2)nc2cncnc2n1-c1ccccc1
  -32%[inhibitor]	/	/	-2%	/	/	3%
53. O=C(CN1C(=O)CCC1=O)Nc1nc(-c2nc3ccccc3s2)cs1
  1%[10 µM]	13µM*	-16%	14%	0%	-20%	-3%
54. O=c1cnnc(Nc2ccc(F)cc2)[nH]1
  /	10%	1%	-8%[46 µM]	0%	11%	0%
55. Cc1cccc(C)c1-n1c(SCC(=O)NCc2ccco2)nc2ccccc2c1=O
  -12%	-3%	-6%	-11%	1%	-6%	-3%[38.3 µM]
56. Cc1cccc(OCc2nnc(SCC(=O)Nc3ncc(C)s3)o2)c1
  -67%	1%	?	0%[46 µM]	3%	8%	3%
57. COc1cccc(NC(=O)Nc2nccc(C)n2)c1
  -156%[inhibitor]	/	2%	/	/	-29%	/
58. CCc1nnc(NC(=O)CSc2nnc(-c3cccnc3)n2CC)s1
  10%	6%	12%	?	-1%	?	29%[38.3 µM]
59. O=C(CCC(=O)N1CCN(c2ccccc2F)CC1)c1ccc(F)cc1
  -1%[10 µM]	/	1%	/	/	15%[9.22 µM]	/
